Screens from PubChem.
HEK293 NOD2/NF-kB: inhibition of NOD2-driven NF-kB reporter – cell-based, luminescence, uHTS, HEK293 (AID 1566); inhibition, % at 4 µM, or EC50 in µM where a hit was titrated; 290,000 compounds, 0.63% hits; HEK293 NOD2/NF-kB luciferase reporter, luminescence; higher % means a stronger effect; in the data active means inhibition above about 50%; further: many of its hits are not listed in these tables
MT stabilizer: microtubule stabilization, imaging screen. HeLa tubulin immunostaining HCS, 24 h; share of cells brighter than vehicle mean+2SD. % tubulin-high responders, % at 10 µM. 200,000 compounds, 0.83% hits;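 active means plate Z-score above 3 for both tubulin-high and condensed-nucleus cell shares, with cell loss under 80%, at 10 µM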;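 further: anti alpha tubulin signal scored within the nucleus-defined area of each cell; some results filed as inactive read as strong as hits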
Insulin prom up: MIN6 insulin promoter up-regulation. MIN6 insulin promoter-GFP reporter, high-content imaging; hits give high values. z-score at 5 µM. 190,000 compounds, 0.3% hits;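 active means z-score above 3 at 5 µM with at least 500 cells counted in the well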
Hep lipid drop: modulators of hepatic lipid droplet formation | AML12 mouse hepatocytes, oleate lipid droplets, BODIPY imaging | inhibition, % at 6.5 µM | 240,000 compounds, 0.4% hits;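 active means lipid droplet intensity inhibited by at least 50%, with more than 500 cells counted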
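Test system: AML12 mouse liver cells; schedule: overnight exposure; technique: high-content imaging of BODIPY-stained droplets and DAPI nuclei; read-out: % inhibition of corrected integrated BODIPY droplet signal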
b-catenin transl: beta-catenin nuclear translocation modulation; HeLa beta-catenin nuclear translocation, immunofluorescence imaging; nuclear translocation activity, % at 5 µM; 190,000 compounds, 0.3% hits;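 active means nuclear translocation activity above 50% at 5 µM, with a well cell count of 50 or more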;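 further: per-cell ratio of nuclear to cytoplasmic median beta-catenin stain intensity; plate controls were DMSO negative control for no effect and GSK-3 inhibitor IX positive control for full effect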
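System: HeLa cells, endogenous beta-catenin; compound dosing: 5 µM primary single dose, 0.1% DMSO, 0.02–20 µM confirmation series; incubation: 24 h compound exposure at 37°C, 5% CO2; signal: beta-catenin immunofluorescence imaging with DAPI; evaluation: % activation, nuclear-to-cytoplasmic median beta-catenin signal ratio per cell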
Dynein transport: blocks dynein driven cargo transport along microtubules | 3617.4 mouse cells, GR-EGFP nuclear translocation imaging; test concentration mostly 20 µM; stimulated with dexamethasone, 1 µM; hits give low values | z-score, hits read low | 220,000 compounds, 0.47% hits;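 active means plate z-score of nuclear minus cytoplasmic receptor signal below a set negative limit, without overly bright fluorescence or cell loss, cut at about -3.5 in these data, passing the limit was not always enough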;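 further: z-score of nuclear minus cytoplasmic ring GR-EGFP intensity difference per well; some compounds called inactive have numbers as strong as hits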
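medium = tetracycline-free induction medium containing charcoal-stripped FBS | probe or stimulus = dexamethasone, 1.0 µM final | timing = 48 h induction, then 1 h compound, then 30 min agonist, 37 °C | detection = automated 10x imaging of fixed Hoechst-stained cells | read-out basis = nuclear versus cytoplasmic GR-EGFP signal, averaged per well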
Autophagy HCS: modulators of autophagy. MEF GFP-LC3 puncta imaging; test concentration mostly 10 µM. calls only at 10 µM (by protocol). 190,000 compounds, 0.98% hits. AID 463193;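 active means percentage of spot-positive cells more than 3 SD above its plate mean, without a fluorescence outlier flag or 80% toxicity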;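 further: spot-positive cell cutoff set from DMSO-treated cells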
WT yeast gro inh: growth inhibition of WT yeast, mitochondrial fusion screen. mitochondrial fusion phenotypic screen, WT strain. inhibition, % at 10 µM. 190,000 compounds, 2.1% hits; in the data active means inhibition above about 58%; tested in S. cerevisiae
Yfh1-depleted yeast: enhancers of respiration in Yfh1-depleted yeast, dose response, Friedreich's ataxia, plus single-dose screen (AID 1465); S. cerevisiae Yfh1-off respiration, WST-1 reduction, 72 h; higher fold induction means a stronger effect; fold induction at 50 µM, or EC50 in µM where a hit was titrated; 220,000 compounds, 0.074% hits;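 active means fold induction of absorbance versus untreated yeast above a set limit, then at least 30% activation at any dose in follow-up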;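 further: activators that raise dye reduction in frataxin-depleted yeast; strong numbers were not always called active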
WT yeast gro inh mutant strain: recorded beside WT yeast gro inh, whose call it bears; inhibition, %; mitochondrial fusion phenotypic screen, mutant strain inhibition
Dynein transport cytoplasmic EGFP: recorded beside Dynein transport, whose call it bears; z-score; measured here: cytoplasmic GR-EGFP intensity; hits give high values
Dynein transport nuclear GR-EGFP: further read-out of Dynein transport, marked with its call; z-score; measured here: nuclear GR-EGFP intensity;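 lower value marks the stronger effect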
Dynein transport cell count: recorded beside Dynein transport, whose call it bears; z-score; measured here: cell count per field
Insulin prom up cell count: further read-out of Insulin prom up, marked with its call; cell count; measured here: cytotoxicity, nuclei count;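 total cells summed across four imaged fields per well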
Hep lipid drop cells 6.5 µM: second read-out of Hep lipid drop, no call of its own (marks repeat the call); cell count; measured here: cell count, cytotoxicity flag;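 cells counted across two imaged fields per well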
b-catenin transl cell count 5 µM: also measured in b-catenin transl; calls as there; cell count; measured here: cell count, cytotoxicity flag
MT stabilizer Hoechst-high %: further read-out of MT stabilizer, marked with its call; % Hoechst-high responders; measured here: nuclear condensation Hoechst responders;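 share of cells brighter than vehicle mean plus two SD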
MT stabilizer cytotoxicity %: further read-out of MT stabilizer, marked with its call; toxicity, %; measured here: cytotoxicity by cell density;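 0% = mean cell density of plate MIN control wells and 100% = no cells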
Autophagy HCS cell loss 18 h: also measured in Autophagy HCS; calls as there; toxicity, %; measured here: cell loss, nuclei count;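 cell loss after 18 h compound exposure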
* marks the source's active call; other numbers are inactive results; i = inactive; · = not tested or not shown. This is a subset; rates above refer to the full screens.

The line under a structure holds: HEK293 NOD2/NF-kB	MT stabilizer	MT stabilizer Hoechst-high %	MT stabilizer cytotoxicity %	Insulin prom up	Insulin prom up cell count	Hep lipid drop	Hep lipid drop cells 6.5 µM	b-catenin transl	b-catenin transl cell count 5 µM	Dynein transport	Dynein transport cytoplasmic EGFP	Dynein transport nuclear GR-EGFP	Dynein transport cell count	Autophagy HCS	Autophagy HCS cell loss 18 h	WT yeast gro inh	WT yeast gro inh mutant strain	Yfh1-depleted yeast
COc1cc(C2C(C#N)=C(N)N(Nc3ccccc3)C3=C2C(=O)CC(C)(C)C3)ccc1OCc1ccccc1 (stereo not drawn)
  4.3%	2.9	1.7	0.4	-0.35	1245	·	·	5.6	1369	-1.02	-0.216	0.0393	1.94	i	-26.3	-9.2	7.0	i
CCOc1[nH]n(-c2ccc(Cl)cc2)c(=O)c1C=Nc1ccc(OC)cc1
  18.2%	1.2	1.3	3.3	-0.46	1380	·	·	-2.4	1498	-0.333	-0.181	-0.254	-0.168	i	-2.2	32.3	13.9	i
O=C(Nc1nc(-c2ccc(F)cc2)cs1)c1ccc(N2C(=O)CCC2=O)cc1
  -24.5%	3.7	3.7	0.5	0.78	1373	1.8	748	0.7	528	-0.5	-0.114	0.539	0.516	i	-45.2	6.4	-18.3	·
C/C(=N/NC(=O)c1ccccn1)c1c[nH]c2ccccc12
  -56.2%	·	·	·	-0.64	1014	-3.5	758	0.0	1319	0.571	-0.251	0.227	0.47	·	·	·	·	i
O=C(Cc1ccsc1-c1ccccc1)NO
  -23.1%	4.9	2.2	3.3	0.63	1313	-1.7	771	-0.3	1048	-0.269	-0.25	-0.272	0.58	i	-7.3	11.4	50.5	i
COc1ccc(NC(=O)C2CCN(C(=O)c3ccc(OC)cc3)CC2)cc1
  9.9%	2.3	1.9	9.9	·	·	18.2	866	·	·	-0.799	-0.0251	-0.561	0.837	i	-10.6	-5.8	-2.4	i
NNC(=O)c1cccc(COc2ccc(Br)cc2)c1
  -170.7%	7.4	1.3	8.7	0.04	1512	12.7	660	-0.1	1147	0.731	0.162	0.701	-1.27	i	1.6	73.0*	54.0*	i
CCN(CC(=O)Nc1cccc(OC)c1)C(=O)c1ccc(C)s1
  -1.2%	1.1	1.4	6.6	0.27	878	-4.5	760	-4.6	1191	2.04	-0.212	1.66	0.445	i	18.5	-8.2	-31.5	i
Cc1ccc(/C=N/NC(=O)C(C)Oc2ccccc2[N+](=O)[O-])s1 (stereo not drawn)
  -8.7%	6.2	2.3	9.5	-0.18	1107	5.6	638	-2.2	606	0.908	-0.19	0.678	-1.6	i	-11.5	-0.7	-10.6	i
COc1ccc(OCc2nnc(SCC(=O)O)n2N)cc1
  -5.4%	3.3	2.7	9.1	-0.11	1198	·	·	-0.6	1429	-0.659	-0.13	-0.341	0.121	i	1.2	12.4	7.3	i
CCN(CC)c1ccc(/C=N\NC(=O)c2cccc3cc[nH]c23)cc1
  -55.8%	·	·	·	-0.41	817	-2.3	715	1.3	1255	-0.326	-0.244	0.419	0.569	·	·	·	·	i
Cc1nn(Cc2cccc(C(=O)Nc3ccn(Cc4ccccc4)n3)c2)c(C)c1[N+](=O)[O-]
  2.3%	2.2	1.2	6.0	-1.02	903	-3.0	765	4.7	1141	-0.572	-0.143	0.311	-0.156	i	-8.8	7.0	-3.3	i
CCn1c(SCC(=O)NCc2ccccc2)nc2c(c1=O)SC(C)C2 (stereo not drawn)
  12.8%	3.7	3.2	6.7	-1.3	1647	-2.3	648	4.4	1020	1.93	-0.192	1.4	-0.449	i	1.5	-15.5	-9.8	i
O=C(NCc1ccc(Cl)cc1)c1ccc(-n2cccn2)nc1
  5.5%	1.5	2.9	6.6	0.16	1227	·	·	-2.2	1073	-0.612	-0.193	-0.606	0.209	i	-11.8	6.6	-25.2	i
CCCNC(=S)N1CCC(c2nc3cc(C)c(C)cc3[nH]2)CC1
  14.1%	2.3	1.4	4.3	-0.12	1591	·	·	-0.1	1329	0.487	0.432	0.0614	0.458	i	42.3	-1.1	-12.7	i
CCOCCCNC(=O)c1ccc(CS(=O)(=O)Cc2cccc(C)c2)o1
  20.5%	3.3	1.2	4.7	-0.26	1646	·	·	-1.2	1330	-0.46	-0.497	-0.406	1.04	i	3.1	10.1	5.6	i
COc1ccc(C[C@H]2c3cc(O)c(OC)cc3CC[N+]2(C)[O-])cc1O (stereo partly drawn)
  -5.0%	·	·	·	·	·	-2.4	631	-0.8	1171	-0.107	-0.822	-0.0618	0.366	·	·	·	·	i
O=C(O)C1C2C=CC(O2)C1C(=O)NCCC1=CCCCC1 (stereo not drawn)
  17.1%	2.8	2.7	7.1	1.99	1368	-25.5	752	0.9	484	-0.00911	-0.0441	0.058	0.88	i	-7.8	9.2	14.2	i
Cc1ccc(NS(=O)(=O)c2ccc3[nH]c(=O)[nH]c3c2)c(C)c1
  1.8%	3.4	1.0	4.9	0.51	1427	7.2	755	0.1	1373	-0.416	-0.298	-0.684	1.39	i	-8.0	-11.5	-8.1	i
Cc1nc(NC(=O)C2CC2)sc1C
  -0.3%	3.1	1.9	3.7	0.17	1336	11.9	686	-2.7	536	-0.776	-0.252	-0.58	0.199	i	0.3	-17.5	-6.3	i
O=C(OCC(=O)N1CCc2ccccc21)c1c2c(nc3ccccc13)CCCC2
  -18.2%	7.8	2.9	4.3	-0.94	1326	26.6	635	-0.3	1010	-0.779	-0.198	-0.522	-0.0312	i	-6.6	33.3	7.1	i
O=C(NCc1nnc(SCC(=O)N2CCCc3ccccc32)o1)c1ccco1
  16.4%	1.7	1.8	7.1	0.29	1246	-3.8	710	0.7	1085	-0.651	0.969	-0.159	0.675	i	12.3	-12.2	-6.9	i
COc1ccc(C2CC(c3cccc(C)c3)n3nc(N)nc3N2)cc1 (stereo not drawn)
  -13.4%	3.7	2.4	5.9	-0.35	1656	-4.4	643	2.6	1088	1.23	-0.257	0.711	0.383	i	19.8	7.8	5.3	i
CCC(C)N(NC(C)=O)c1nc(Cl)nc(NC(C)C)n1 (stereo not drawn)
  -12.3%	3.2	1.3	9.1	0.53	1340	·	·	-1.0	834	-1.06	-0.168	-0.0531	1.54	i	-4.7	-4.4	-8.9	i
CC1=CC=CC2=N/C(=N\S(=O)(=O)c3ccc(F)cc3F)c3ccccc3CN12
  20.5%	1.8	1.3	4.7	-0.7	1529	-21.0	675	-2.6	1135	-0.728	-0.211	-0.755	0.477	i	2.8	7.9	-4.3	i
CCc1cc(C(=O)NNC(=S)Nc2cccc(C)c2)cs1
  7.1%	2.4	2.1	4.2	-0.4	803	-3.4	691	-3.7	1332	0.641	-0.19	-0.0133	-1.64	i	5.6	6.4	-28.9	i
CCS(=O)(=O)N1CCCC(C(=O)NCCCOC)C1 (stereo not drawn)
  -1.8%	3.3	2.7	7.4	-0.15	1215	·	·	2.3	1377	0.22	-0.0689	0.369	0.0425	i	2.1	4.3	6.3	i
CCN(C(=O)CSc1cc(-c2ccccc2)c2ccc(OC)cc2n1)C1CCS(=O)(=O)C1 (stereo not drawn)
  -8.1%	2.8	2.4	1.9	0.23	1494	21.1	667	1.8	1110	-0.842	-0.176	-0.705	0.115	i	5.8	41.6	1.1	i
Cc1cc(C)nc(-n2nc(C)c3c(C)c(C)c(C)nc32)n1
  -6.7%	2.8	2.6	10.8	-0.34	870	-11.7	746	·	·	-0.322	-0.144	0.247	0.903	i	40.4	6.9	6.0	i
Cc1ccc(OCC(=O)NC(=S)Nc2cccc(C)n2)cc1
  18.3%	2.7	2.3	0.7	·	·	0.4	554	-0.5	983	1.1	-0.109	0.888	-1.4	i	0.6	21.0	12.4	i
COC(=O)c1cccc(Cn2nnc3ccccc3c2=O)c1
  2.3%	1.5	1.8	16.2	-0.23	1305	-9.1	631	·	·	-0.155	0.0406	0.104	-0.312	i	1.9	-3.1	-15.6	i
OCCNc1nc(SCc2ccccc2)nc2sc3c(c12)CCC3
  16.5%	2.7	1.6	12.6	-0.89	1558	·	·	0.8	1396	-0.127	-0.258	-0.703	0.333	i	3.7	77.9*	59.7*	·
CC(=O)Nc1cc(C(=O)O)ccc1S(=O)(=O)c1ccc(Cl)cc1
  -1.5%	2.1	2.0	11.2	·	·	-9.2	688	-4.9	1202	0.277	-0.383	0.0568	0.379	i	-5.1	8.8	41.8	i
CC(C)OC(=O)CSc1nc2c(cc1C#N)CCCCC2
  -46.9%	0.5	0.4	1.1	0	1136	14.4	705	-0.3	1525	1.16	-0.199	0.535	-0.736	i	7.4	12.6	1.6	i

One compound at a time (already shown). Order of screens: HEK293 NOD2/NF-kB	MT stabilizer	MT stabilizer Hoechst-high %	MT stabilizer cytotoxicity %	Insulin prom up	Insulin prom up cell count	Hep lipid drop	Hep lipid drop cells 6.5 µM	b-catenin transl	b-catenin transl cell count 5 µM	Dynein transport	Dynein transport cytoplasmic EGFP	Dynein transport nuclear GR-EGFP	Dynein transport cell count	Autophagy HCS	Autophagy HCS cell loss 18 h	WT yeast gro inh	WT yeast gro inh mutant strain	Yfh1-depleted yeast
Entry for COc1ccc(C2CC(c3cccc(C)c3)n3nc(N)nc3N2)cc1 (stereo not drawn) → -13.4%	3.7	2.4	5.9	-0.35	1656	-4.4	643	2.6	1088	1.23	-0.257	0.711	0.383	i	19.8	7.8	5.3	i
Entry for NNC(=O)c1cccc(COc2ccc(Br)cc2)c1 → -170.7%	7.4	1.3	8.7	0.04	1512	12.7	660	-0.1	1147	0.731	0.162	0.701	-1.27	i	1.6	73.0*	54.0*	i
